Compound activity as filed in PubChem.
MCL1 BIM primary = inhibitors of human MCL1 binding to BIM-BH3 peptide; hit rate 0.68% among 320,000; GST-MCL1 / FITC-Bim-BH3 fluorescence polarization; inhibition, % at 10.9 µM; Q07820;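 active = inhibition above the mean inhibition of all tested compounds plus 3 SD, set per campaign, cut at about 40% in these data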;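 also: 0% = DMSO wells and 100% = unlabeled Bim-BH3 peptide control; higher means more loss of mP so more displacement of Bim peptide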
Target sequence (Q07820 whole entry, looked up): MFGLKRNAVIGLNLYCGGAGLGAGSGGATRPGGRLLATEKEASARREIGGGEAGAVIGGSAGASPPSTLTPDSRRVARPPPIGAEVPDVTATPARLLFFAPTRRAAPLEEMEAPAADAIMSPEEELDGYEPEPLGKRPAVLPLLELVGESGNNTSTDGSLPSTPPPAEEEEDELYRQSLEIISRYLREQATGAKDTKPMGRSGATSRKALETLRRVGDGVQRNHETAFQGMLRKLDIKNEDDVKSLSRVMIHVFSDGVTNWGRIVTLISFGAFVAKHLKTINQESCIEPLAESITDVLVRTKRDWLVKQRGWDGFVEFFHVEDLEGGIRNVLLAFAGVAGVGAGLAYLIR
Fam108B counter = counter-screen for RBBP9 inhibitors: inhibitors of mouse Fam108B; recombinant Fam108B, FP-Rh probe fluorescence polarization; inhibition, % at 9.51 µM; hit rate 0.33% among 300,000;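 active = inhibition above the screen mean inhibition plus 3 SD, computed separately per campaign, cut at about 18% in these data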;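 also: inhibitors lower polarization as less probe binds the enzyme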
GLD-1 RNA inh = GLD-1-TGE RNA interaction inhibition (C. elegans) | Q17339 | purified GLD-1 + fluorescein TGE RNA, fluorescence polarization | inhibition, % at 5.96 µM | hit rate 0.44% among 320,000 | AID 2280;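 active = percent inhibition above a per-plate cutoff, the plate mean of test compounds plus 3 SD, cut at about 30% in these data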;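 also: 0% = DMSO wells with GLD-1 and probe and 100% = wells lacking GLD-1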
MEX-5 binding = C. elegans MEX-5 TCR-2 RNA binding activity. Q9XUB2. MEX-5/FITC-TCR2 RNA binding, fluorescence polarization; active compounds read low. activity score (negative = inhibition of binding), % at 10 µM. hit rate 0.38% among 300,000. AID 1832;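 active = inhibition past about -25% in most replicates, and total fluorescence under double the plate's negative control median, limit read from the data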;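 also: 0% = DMSO and -100% = 5 µM competing unlabeled TCR2 RNA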
Target sequence (Q9XUB2 whole entry, looked up): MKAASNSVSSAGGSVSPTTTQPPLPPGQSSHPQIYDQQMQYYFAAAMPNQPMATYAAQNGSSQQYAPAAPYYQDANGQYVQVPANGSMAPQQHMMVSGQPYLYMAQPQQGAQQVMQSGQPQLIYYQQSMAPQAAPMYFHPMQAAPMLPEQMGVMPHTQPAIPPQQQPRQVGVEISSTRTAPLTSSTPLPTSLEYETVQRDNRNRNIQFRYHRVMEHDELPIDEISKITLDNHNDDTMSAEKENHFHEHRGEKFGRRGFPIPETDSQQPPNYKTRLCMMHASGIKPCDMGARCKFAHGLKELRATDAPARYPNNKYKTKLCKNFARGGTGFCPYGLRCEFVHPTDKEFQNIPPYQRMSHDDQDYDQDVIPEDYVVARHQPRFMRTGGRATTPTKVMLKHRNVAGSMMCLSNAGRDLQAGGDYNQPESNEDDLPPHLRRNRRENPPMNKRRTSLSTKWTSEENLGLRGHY
PAFAH1B2 FP inh = PAFAH1B2 (human) inhibition. P68402. recombinant PAFAH1B2, FP-rhodamine activity probe, fluorescence polarization. inhibition, % at 3.39 µM. hit rate 1.2% among 340,000;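 active = inhibition above the mean of all tested compounds plus 3 SD, cut at about 24% in these data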;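 also: 0% = enzyme with DMSO and 100% = wells lacking PAFAH1B2; many of its hits are not listed in these tables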
Target sequence (P68402 whole entry, looked up): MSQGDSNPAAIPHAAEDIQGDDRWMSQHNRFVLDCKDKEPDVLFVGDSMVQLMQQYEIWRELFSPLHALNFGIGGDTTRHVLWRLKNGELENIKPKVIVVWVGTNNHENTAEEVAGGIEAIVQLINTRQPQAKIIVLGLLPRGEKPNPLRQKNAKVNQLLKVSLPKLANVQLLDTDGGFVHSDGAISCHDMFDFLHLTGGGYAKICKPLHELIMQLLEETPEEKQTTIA
PME-1 inh = PME-1 (human) inhibition. Q9Y570. recombinant PME-1, FP-Rh probe fluorescence polarization. inhibition, % at 5.9 µM. hit rate 0.53% among 320,000;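 active = inhibition above the campaign mean of all compounds plus 3 SD, cut at about 26% in these data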;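 also: competitive labeling of PME-1 active site by serine hydrolase directed probe; 0% = PME-1 with DMSO and 100% = wells lacking PME-1 enzyme; inhibitors block probe labeling so polarization falls and inhibition rises; many of its hits are not listed in these tables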
BCLXL inh = Bcl-xL (human) inhibition; hit rate 0.7% among 320,000; GST-Bcl-xL / FITC-Bim BH3 peptide fluorescence polarization; inhibition, % at 10.9 µM; Q07817;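 active = inhibition above the mean of all tested compounds plus 3 SD, cutoff set per campaign, cut at about 30% in these data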;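 also: 0% = DMSO wells and 100% = unlabeled Bim-BH3 peptide competitor; inhibitors lower millipolarization by displacing the labeled peptide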
pPAFAH FP inh = pPAFAH (human) enzyme inhibition; recombinant pPAFAH, FP-rhodamine probe fluorescence polarization; inhibition, % at 3.39 µM; hit rate 1.5% among 330,000; AID 463082;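 active = inhibition above the mean inhibition across the screen plus 3 SD, cut at about 25% in these data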;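 also: inhibitors block binding of the rhodamine activity-based probe so polarization drops; 0% = enzyme with DMSO and 100% = wells lacking pPAFAH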
AHR act = activators of human aryl hydrocarbon receptor; hit rate 2.5% among 320,000; activation, % at 5 µM; AID 2796; P35869; AHR-responsive luciferase reporter cells, luminescence; in the data active = activation above about 47%;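 also: 0% = vehicle wells and 100% = reference agonist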
An asterisk follows results filed as active; . = no result given. The list is partial; count on the stated rates, not on these rows.

SMILES	MCL1 BIM primary	Fam108B counter	GLD-1 RNA inh	MEX-5 binding	PAFAH1B2 FP inh	PME-1 inh	BCLXL inh	pPAFAH FP inh	AHR act
CCOc1cc(S(=O)(=O)N2CCC(c3nc4ccccc4s3)CC2)c(OCC)cc1S(=O)(=O)N1CCCCC1	5.8	0.2	3.1	1.0	-1.7	-1.8	5.6	2.7	-6.0
CCC(=O)N1N=C(c2ccc(NS(C)(=O)=O)cc2)CC1c1ccc(C)cc1 (stereo unspecified)	0.8	1.6	3.0	.	4.5	1.6	-5.3	6.8	3.9
Cc1ccc(NC(=O)Cn2cc(S(=O)(=O)c3ccc(C)cc3)c(=O)c3cc(F)ccc32)cc1	-2.8	-4.8	5.8	-0.3	0.5	-5.3	-2.9	2.2	0.1
Cc1ccc(CSCCNC(=O)CN(c2ccccc2)S(C)(=O)=O)cc1	5.1	-2.4	2.0	-0.4	12.8	-8.2	-0.3	-0.7	4.2
Nc1ccc(C(=O)N/N=C/c2c[nH]c3ccccc23)cc1	5.6	1.2	-3.8	-1.7	2.1	8.7	1.8	0.7	14.0
CC(C)Cn1c2c(c(=O)[nH]c1=O)C(C(F)(F)F)(C(F)(F)F)N=C(CCC1CCCCC1)N2	0.5	-2.0	5.3	0.8	4.2	-9.7	-2.1	-11.4	0.8
Cc1nn(-c2ccc(Cl)c(Cl)c2Cl)c(=O)c2ccccc12	5.0	-2.6	5.2	-0.6	-0.6	-4.8	5.5	4.3	10.5
CC(=O)N1N=C2c3ccccc3CCC2C1c1ccc(F)cc1 (stereo unspecified)	6.6	2.8	-1.0	0.3	.	2.4	2.2	-3.3	98.9*
COc1ccc(CC(=O)Nc2cc(C)ccn2)cc1	0.8	-0.7	6.1	2.0	-1.1	-5.1	3.5	0.8	4.6
CCC12CN3CCN(CC(C3)/C1=N\NC(=O)c1ccc(C(C)(C)C)cc1)C2	0.4	-7.5	6.7	1.2	-1.1	-1.5	3.4	4.4	13.2
CCOC(=O)N1CCN(C(=O)c2ccc(Cl)c(S(=O)(=O)Nc3ccccc3)c2)CC1	3.2	-0.6	2.6	4.4	6.4	1.5	5.1	5.7	2.0
O=C(N/N=C/C(Cl)=C/c1ccccc1)c1ccc2c(c1)OCO2	-1.9	.	5.4	.	-4.2	-11.7	0.8	5.3	24.9
CCCc1nnc(SCC(=O)N2CCCC(C)C2)n1CCCOC (stereo unspecified)	-7.2	-1.1	-13.7	-5.1	-0.2	0.9	-2.2	-3.3	-1.2
O=C(c1ccc(-n2cncn2)c([N+](=O)[O-])c1)N1CCN(S(=O)(=O)c2c(F)cccc2F)CC1	7.3	2.8	4.1	0.3	2.7	-4.5	2.8	0.7	-1.4
O=C(Nc1ccc2c(c1)OCCO2)C1CCCN1C(=O)Nc1ccccc1 (stereo unspecified)	-2.4	0.7	-1.4	1.3	0.4	0.2	6.0	3.4	-0.5
CC(C)N(Cc1cc2ccccc2[nH]c1=O)C(=O)c1cccc([N+](=O)[O-])c1	-3.3	-3.7	2.2	2.0	3.4	2.6	0.3	4.8	1.3
Cc1sc2nc(CN(C(=O)NC3CCCCC3)C3CCCC3)[nH]c(=O)c2c1C	1.6	1.9	2.7	-1.5	0.7	-2.0	5.2	2.1	0.1
CCc1cc2c(-c3ccccc3)cc(=O)oc2cc1OC(C)C(C)=O (stereo unspecified)	0.8	-1.7	2.9	3.7	7.2	12.5	-0.4	22.1	7.8
CCOC(=O)C1CCN(C(=O)c2cc3cc4cc(OC)ccc4nc3o2)CC1	-2.3	-2.8	0.8	1.1	0.7	-4.3	-2.0	29.1*	11.2
CCOC(=O)Cn1c(=O)oc2cc(S(=O)(=O)NCCC(C)C)ccc21	5.2	-0.7	1.0	-0.1	0.8	-4.1	5.0	0.1	0.8
O=C(NCCN1CCCC1)C1CC(=O)N(C2CCCCC2)C1 (stereo unspecified)	10.3	-3.5	-6.3	0.7	3.4	-6.4	6.2	-6.8	0.7
COc1nn(CC(=O)N2N=C(C)CC2(O)C(F)(F)F)cc1[N+](=O)[O-] (stereo unspecified)	4.2	-1.8	0.6	-0.2	7.4	-0.6	6.0	-1.8	-0.1
C=C1c2ccccc2S(=O)(=O)N(Cc2ccccc2)C1COCc1ccccc1 (stereo unspecified)	5.2	-2.8	2.6	0.6	-3.8	-5.6	5.3	-0.4	-0.5
COc1cc2c(cc1NC(=O)C(C)Sc1cccc[n+]1[O-])oc1ccccc12 (stereo unspecified)	-10.6	0.6	1.6	-1.1	1.9	-0.7	1.8	5.3	99.1*
CCCn1nnc(NC(=O)c2sc3ccccc3c2Cl)n1	4.0	-0.4	-3.6	-0.6	11.0	-3.8	7.7	1.9	-1.5
CCC1(C(=O)OC)NC(c2cccc(F)c2)C2C(=O)N(C)C(=O)C21 (stereo unspecified)	4.2	-1.0	-4.9	2.2	-2.5	-1.9	6.5	2.7	0.8
COCCNC(=O)CN(C(=O)Cn1nnc2ccccc21)c1ccc(C)c(F)c1	0.1	2.1	2.3	1.8	-5.2	-7.2	5.4	3.5	7.5
O=C(Nc1cccc(-c2nn[nH]n2)c1)c1ccc(Cl)s1	4.0	-1.8	0.3	-2.5	3.4	0.3	8.6	2.0	-1.6
CCCCn1c(N)c(N(CCOC)C(=O)COC(=O)COc2cccc(C(C)=O)c2)c(=O)[nH]c1=O	-7.2	3.5	-8.8	-2.3	2.2	2.2	0.9	4.1	4.0
O=C(C1CCN(c2ccc(N3CCOCC3)nn2)CC1)N1CCN(c2ccc(F)cc2)CC1	1.9	2.1	-3.0	.	2.2	-6.6	2.0	11.4	-2.6

Marked active in AHR act (from the list above):
SMILES | MCL1 BIM primary | GLD-1 RNA inh | MEX-5 binding | PAFAH1B2 FP inh | PME-1 inh | BCLXL inh | pPAFAH FP inh | AHR act
CC(=O)N1N=C2c3ccccc3CCC2C1c1ccc(F)cc1 (stereo unspecified) | 6.6 | -1.0 | 0.3 | . | 2.4 | 2.2 | -3.3 | 98.9*
COc1cc2c(cc1NC(=O)C(C)Sc1cccc[n+]1[O-])oc1ccccc12 (stereo unspecified) | -10.6 | 1.6 | -1.1 | 1.9 | -0.7 | 1.8 | 5.3 | 99.1*

Continued:
SMILES	MCL1 BIM primary	Fam108B counter	GLD-1 RNA inh	MEX-5 binding	PAFAH1B2 FP inh	PME-1 inh	BCLXL inh	pPAFAH FP inh	AHR act
Cc1ccc(C(=O)Nc2ccc(N3CCOCC3)c3nonc23)cc1[N+](=O)[O-]	4.6	4.6	11.9	0.4	-2.5	4.9	6.0	4.0	-0.8
CCOC(=O)c1c(C)oc2c1c(C=NC1CCS(=O)(=O)C1)c(O)c1ccccc12 (stereo unspecified)	11.6	1.3	0.0	2.1	2.6	-1.3	12.3	10.2	1.7
Cc1cc(C(=O)OCC(=O)Nc2c(F)cccc2F)c(C)n1-c1ccccc1	-6.6	-0.9	0.9	0.0	1.7	5.0	-6.9	6.7	-0.8
COc1ccccc1/C=C\C(=O)NCC(=O)N/N=C(/C)c1cccc([N+](=O)[O-])c1	-0.2	2.4	4.4	1.4	2.3	-1.1	-1.8	0.0	11.6
CN(C)S(=O)(=O)Nc1cccc(NC(=O)CC23CC4CC(CC(C4)C2)C3)c1	10.2	-2.9	-2.4	0.6	23.5	-0.9	5.0	5.9	-0.9
CCc1ccccc1OCc1nnc(N)s1	0.0	2.4	-2.8	-2.7	4.3	4.0	6.9	-3.5	1.6
COc1ccccc1-n1c(SCC(=O)N(C)C2CCS(=O)(=O)C2)nc2ccccc2c1=O (stereo unspecified)	-10.0	-0.9	-2.0	-2.7	4.1	1.3	-4.4	1.4	0.5
O=C(NCCCn1ccnc1)/C(=C/c1cccnc1)NC(=O)c1ccco1	2.6	2.4	-0.7	-2.2	0.4	2.2	2.2	3.2	6.0
Cc1ccc(CC(=O)NCC(C)C)cc1	-4.1	2.2	-4.3	0.0	0.7	-1.6	1.2	-3.6	3.7
CC(C)c1ccccc1OCCCCCNCCO	8.8	-5.6	-1.1	2.5	0.2	-3.4	5.9	-3.1	1.1
Cc1cc(C(=O)NCc2cc(F)cc3c2OCOC3)nn1C	-7.2	-2.6	-0.2	-2.3	5.5	0.3	-3.5	-3.3	3.1
O=C(NCc1ccco1)c1ccc2c(=O)n(-c3ccccc3)c(=S)[nH]c2c1	7.2	0.9	3.4	0.1	-0.8	-0.6	5.4	5.2	4.5
Cc1cc2c(s1)c1cnn(-c3ccccc3)c(=O)c1n2C	.	.	1.7	.	-0.1	.	.	-5.6	0.1
O=C(O)CCNC(=O)/C(=C/C=C/c1ccccc1)NC(=O)c1ccccc1	0.6	-0.4	3.8	-1.6	3.2	1.5	5.9	-4.3	-0.5
Cc1cc(N)n(-c2ccccn2)n1	0.4	-3.0	-1.2	5.5	-0.6	-4.4	3.6	1.4	-0.8
Cc1cccc(C(=O)NCc2nnc(SCC(=O)NC3CCCC3)n2C)c1	0.7	1.8	1.2	0.2	2.6	-9.0	2.3	-5.0	0.2
CCCC(=O)Nc1ccc(C#Cc2ccccc2)cc1	4.7	1.9	10.0	-1.1	-0.5	-0.5	8.5	-1.3	-8.6
Cc1ccc(S(=O)(=O)N2C(=O)CCC2C(=O)N2CCCCC2)cc1 (stereo unspecified)	-2.7	3.2	-7.3	1.3	3.1	2.0	7.8	-2.2	7.6
CCCSc1nc2cc(C)c(C)cc2n1CC(C)O (stereo unspecified)	14.7	0.7	4.9	-1.0	-1.9	-2.3	4.2	1.8	9.9
CCOC(=O)Cc1cc(=O)[nH]c(/N=C(\N)Nc2ccc(C)c(C)c2)n1	1.8	0.5	4.7	-0.5	7.9	-1.6	4.2	18.5	39.8
CCn1c(SCC(=O)Nc2cccc(C)c2)nc2nc3c(cc2c1=O)COC(C)(C)C3	-0.5	-0.6	-0.8	-1.9	5.1	3.6	3.3	-6.8	1.4
C/C(=N\Nc1cccc2cccnc12)c1ccccc1O	1.3	8.8	-1.0	-3.0	11.2	11.7	3.6	15.3	50.2*
O=C(/C=C/c1ccc(O)cc1)c1c(O)cc(O)cc1O	-3.1	2.5	5.2	0.2	5.2	0.1	2.1	-1.8	-1.5
CCNC(=S)Nc1sc2c(c1C#N)CCC(C)C2 (stereo unspecified)	13.8	0.3	0.3	1.3	1.5	1.1	9.6	4.4	-6.5
CCOc1ccc(OCCCC(=O)ON=C(N)c2ccccc2Cl)cc1	10.8	.	1.8	.	11.7	1.4	3.6	0.0	11.2
COc1ccc(C2c3c(-c4ccccc4)n[nH]c3C(=O)N2c2ccc(C(=O)O)cc2)cc1 (stereo unspecified)	0.0	-0.8	1.9	1.7	0.6	1.7	2.8	-0.3	2.4
COc1cc(CNS(=O)(=O)c2ccc3c(c2)CC(C)N3C(=O)C2CCC2)cc(OC)c1OC (stereo unspecified)	2.8	6.3	4.2	0.2	1.3	17.6	1.4	0.7	2.1
COc1ccc2c(c1)[C@H]1[C@H](CO2)[C@H](c2ccccc2)[C@]2(C)C(=O)Nc3ccc(Br)cc3C(=O)N12	.	.	4.4	.	-12.6	.	.	-6.4	12.9
Nc1ccn([C@@H]2O[C@H](COS(=O)(=O)O)[C@@H](O)[C@H]2O)c(=O)n1	.	.	3.4	.	3.1	.	.	-4.0	0.6
Cc1[nH]c2ccc(C(=O)NCCN3CCCCCC3)cc2c1C	9.1	2.8	3.0	3.3	5.2	0.4	2.1	8.9	2.0
CCCC(O)(CCN1CCOCC1)c1ccc(Cl)cc1 (stereo unspecified)	0.2	1.1	2.1	-1.1	17.8	-6.5	6.5	4.7	0.9
CN(C)S(=O)(=O)N1CCN(S(=O)(=O)c2ccccc2)CC1	-0.2	-4.8	2.0	-1.8	3.3	-4.3	6.4	-2.6	-0.8
